MCF10A rerep – inducers of DNA re-replication in MCF 10A breast cells; MCF 10A DNA re-replication, Hoechst nuclear intensity, 48 h; Potency, µM (series often up to 46.1 µM), inactives show at the highest dose activity, positive = re-replication, usual class: activators; AID 624296; actives 2.9% (n = 350,000); further: potency means the concentration at half of the fitted maximal effect; % of control where 0% means no effect; nearly all actives have a fitted effect of over 50% in size
ATXN2 expr inh – ATXN2 expression inhibition. HEK-293 ATXN2-luciferase reporter, luminescence, 24 h. Potency, µM (series often up to 57 µM), inactives show at the top dose activity change, negative = inhibition, usual class: inhibitors. actives 0.72% (n = 360,000); further: potency means the concentration at half of the fitted maximal effect; on the % scale 0 is the no-effect control and ±100 the full control effect; nearly all actives have a fitted effect of over 55% in size
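qHTS (up to 57 uM final) was run with 24 h compound exposure of reporter cells at 37 °C. Each well was multiplexed: SteadyGlo luminescence measured ATXN2-luciferase expression after a fluorogenic Gly-Phe-AFC viability readout (25 uM final).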
HT1080NT lethal – kills 2HG-producing HT-1080-NT fibrosarcoma cells | Potency, µM (highest dose often 46.1 µM), for the others: top-dose activity, negative = less viability, usual class: cytotoxic | HT-1080-NT fibrosarcoma viability, CellTiter-Glo ATP luminescence, 48 h | actives 1.6% (n = 360,000);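 further: NT is the 2HG producing partner of a matched IDH1 knockdown line; potency means the concentration at half of the fitted maximal effect; 0% = DMSO-treated cells and -100% = media-only wells without cells; nearly all actives have a fitted effect of over 55% in size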
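Compounds were tested in concentration-response format on HT-1080-NT cells for 48 hours at 37 degrees C. Cell viability came from CellTiter-Glo luminescence; curves were classified by r2, response magnitude and activity.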
IL1B secr inh – inflammasome signaling inhibition, IL-1 beta readout. activity change, % at 57.5 µM. AID 743279. actives 4.7% (n = 360,000). THP-1 LPS/ATP IL-1B secretion, AlphaLISA, 16 h; stronger effect = lower value; in the data active means activity change below about -50%; inconclusive means mostly about -30% to -49%; further: on the % scale 0 is the no-effect control and ±100 the full control effect
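THP-1 cells pretreated 1 hr with compounds (up to 57.5 uM final), then stimulated with LPS (250 ng/mL final) plus ATP (1.25 mM final); secreted IL-1B measured by AlphaLISA after 16 hr, decreased signal indicating inhibition.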
S2 tox – viability counter-screen for ATXN expression inhibitors; AID 651635; actives 0.49% (n = 400,000); Potency, µM (titrated, usually from 56.7 µM), most hits filed as cytotoxic; S2 cells (HEK-293 line with an ATXN2-luciferase reporter) viability, CellTiter-Fluor protease fluorescence, 24 h; further: potency means the concentration at half of the fitted maximal effect; nearly all actives have a fitted effect of over 40% in size
HepG2 viability – kills HepG2 cells in TGF-b inhibitor counter-screen; HepG2 CAGA-GFP viability, ATP luminescence, 18 h; Potency, µM (series often up to 46.1 µM), inactives show at the top dose activity change, negative = cytotoxicity, most hits filed as cytotoxic; actives 0.76% (n = 410,000); AID 588856; further: potency means the concentration at half of the fitted maximal effect; some results filed as inactive show a strong effect at the top dose
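HepG2 CAGA-GFP cells (1000/well, DMEM with 1% FBS) received compound, then TGF-beta at 500 pg/mL final, and were incubated 18 hours at 37 degrees C. Viability was read by CellTiter-Glo luminescence. Media-only wells were set as complete cell-killing and DMSO as no toxicity.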
HT1080 IDH1KD tx – HT-1080 IDH1 knockdown cell toxicity (counter line) | Potency, µM (highest dose often 46.1 µM), for inactives: at the top dose activity, negative = toxicity, hits mostly cytotoxic | HT-1080 IDH1 knockdown viability, ATP luminescence, 48 h | AID 686971 | actives 2% (n = 360,000);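 further: potency means the concentration at half of the fitted maximal effect; 0% = DMSO wells and -100% = cell-free medium wells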
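HT-1080-IDH1KD cells (IDH1 knocked down), 750/well in RPMI with 5% FBS, treated with compound 48 h at 37 degrees C. Viability by CellTiter-Glo luminescence, normalised to DMSO and no-cell wells; concentration-response curves classed.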
KB-3-1 tox – KB-3-1 parental cell cytotoxicity; actives 1.4% (n = 400,000); KB-3-1 viability, CellTiter-Glo ATP luminescence, 72 h; Potency, µM (titrated, usually from 46.1 µM), for the others: at the top dose activity change, negative = cytotoxic, hits mostly cytotoxic; further: potency means the concentration at half of the fitted maximal effect; on the % scale 0 is the no-effect control and ±100 the full control effect; nearly all actives have a fitted effect of over 60% in size
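Cytotoxicity in the drug-sensitive parental line KB-3-1 was scored as loss of CellTiter-Glo luminescence following 72 h incubation with compound. Values come from curve fitting of normalized concentration-response data.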
SW480 rereplic – inducers of DNA re-replication in SW480 colon cancer cells; SW480 DNA re-replication, Hoechst DNA content imaging, 48 h; Potency, µM (doses to about 46.1 µM), for inactives: at the highest dose re-replication activation, actives largely listed as activators; actives 1.8% (n = 340,000); AID 624297; further: potency means the concentration at half of the fitted maximal effect; % of control where 0% means no effect; nearly all actives have a fitted effect of over 55% in size
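SW480 cells exposed to compounds for 48 hr at 37 C, 5% CO2, then Hoechst-stained 40 min. Nuclear DNA content imaged by fluorescence scanning (405 nm excitation, 500-530 nm emission); re-replication scored as increased high-intensity nuclei.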
* marks the source's active call; other numbers are inactive results; i = inactive; ? = inconclusive; . = no result given; & = joins results of further samples; [ ] = dose if it differs, or a comment. Unless noted, the call rests on the fitted dose curve; in most records, active means well fitted curve in the direction sought with a large enough effect; inconclusive means small, poorly fitted or top-dose-only effect, or another doubt; inactive means no such curve, though single readings can be large; an effect the other way counts as inactive or inconclusive.

No. | SMILES | MCF10A rerep | ATXN2 expr inh | HT1080NT lethal | IL1B secr inh | S2 tox
1 | O=C(OCCCCN1C(=O)c2ccccc2C1=O)c1ccc(Br)o1 | 8% | -6% | 9% | -14 | i
2 | Cc1ccc(NC(=O)CN2CCC(C(=O)c3ccc(F)cc3)CC2)cc1 | 2% | -8% | -10% | ? | ?
3 | CCCNC(=O)C1(C)CCN(C(=O)c2ccc(OC(F)F)cc2)C1 (stereo unspecified) | . | 2% | 14% | 4 | i
4 | O=C1S/C(=C\c2cccs2)C(=O)N1c1ccc(O)cc1 | -10% | . | 1% | 0 | i
5 | Cc1ccc(OCC(=O)Nc2ccc(N3CCOCC3)cc2)cc1 | -12% | 2% | 0% | -4 | i
6 | COc1ccc(C(CC(=O)c2ccc3c(c2)OCO3)C(=O)O)cc1OC (stereo unspecified) | . | . | 7% | 25 | i
7 | Cc1c(OCc2ccccc2)c(=O)ccn1Cc1ccc(F)cc1 | -4% | -19% | -14% | -13 | i
8 | COc1ccccc1Oc1coc2cc(O)ccc2c1=O | 0% | 4% | -7% | -5 | i
9 | Cc1[nH]n(-c2ccccc2)c(=O)c1N=Nc1ccc(F)cc1 | 10% | 14% | -1% | 22 | i
10 | CCc1ccc(NCc2cc3ccc(OC)cc3n(CC(=O)Nc3ccc(C)c(Cl)c3)c2=O)cc1 | . | 13% | . | . | i
11 | COc1cccc(CNc2ccc(S(=O)(=O)Nc3nccs3)cc2)c1O | 15% | -5% | 2% | -3 | i
12 | COc1ccc(NC(=O)CCCn2c(=O)c3sccc3n(Cc3ccc(C)cc3C)c2=O)cc1 | 25% | -2% | 3% | -30 | i

No. | HepG2 viability | HT1080 IDH1KD tx | KB-3-1 tox | SW480 rereplic
1 | 1% | 2% | -9% | -5%
2 | -34% | 1% | -10% | -1%
3 | 1% | 12% | 0% | .
4 | -4% | -1% | 3% | 3%
5 | 0% | 4% | 3% | 0%
6 | 5% | 3% | 6% | .
7 | -32% | -16% | ? | ?
8 | 1% | -2% | -17% | -6%
9 | 5% | 4% | 0% | -11%
10 | 0% | . | ? | .
11 | -1% | 2% | 4% | -10%
12 | 5% | 3% | 27% | 2%

Exported with two lines to a compound: 3 of the compounds above
Values in the order – MCF10A rerep, ATXN2 expr inh, HT1080NT lethal, IL1B secr inh, S2 tox, HepG2 viability, HT1080 IDH1KD tx, KB-3-1 tox, SW480 rereplic
7) Cc1c(OCc2ccccc2)c(=O)ccn1Cc1ccc(F)cc1
 : -4%, -19%, -14%, -13, i, -32%, -16%, ?, ?
8) COc1ccccc1Oc1coc2cc(O)ccc2c1=O
 : 0%, 4%, -7%, -5, i, 1%, -2%, -17%, -6%
9) Cc1[nH]n(-c2ccccc2)c(=O)c1N=Nc1ccc(F)cc1
 : 10%, 14%, -1%, 22, i, 5%, 4%, 0%, -11%

Next part:
No. | SMILES | MCF10A rerep | ATXN2 expr inh | HT1080NT lethal | IL1B secr inh | S2 tox
13 | Cc1ccc(OCC(=O)Nc2ccccc2N2CCOCC2)c(C)c1 | 20% | 4% | 1% | -13 | i
14 | CCC1S/C(=N/S(=O)(=O)c2ccc(N)cc2)NC1=O (stereo unspecified) | 0% | -3% | 3% | -3 | i
15 | Cc1ccc(NC(=O)CN(C)C(=O)Cn2ncc(Cl)c(Cl)c2=O)cc1 | 3.3µM* | ? | ? | -105* | .
16 | NC(=S)NN=C1CCCCC12CCCC2 | -1% | ? | -18% | 3 | ?
17 | Cc1cc(C)c(NS(=O)(=O)c2ccc3c(c2)NC(=O)CCS3)c(C)c1 | 9% | -10% | -1% | 0 | i
18 | COc1ccc(C(CNC(=O)c2ccc(-c3ccccc3)cc2)N(C)C)cc1OC (stereo unspecified) | ? | -31% | 18µM* | ? | i
19 | CN1CCN(c2ccc(NC(=O)c3ccc4ccccc4c3)cc2)CC1 | 19% | 14µM* | -23% | -24 | i
20 | Cc1c(C)n2c(SCC(=O)NC3CCCC3)nnc2[nH]c1=O | 4% | 2% | 10% | 10 | i
21 | Cc1nc2ccccc2n1/N=C/c1ccc([N+](=O)[O-])s1 | 18µM* | 21µM* | ? | ? | .
22 | CCC(CC)NC(=O)CSc1nnc(-c2c[nH]c3ccccc23)o1 | -6% | -14% | 7% | 2 | i
23 | CNc1nc(N/N=C/c2cc([N+](=O)[O-])ccc2F)nc(Nc2ccccc2)n1 | ? | . | 0% | -97* | ?
24 | CCOC(=O)c1nc(Nc2ccccc2CC)c2ccccc2n1 | -12% | -19% | -3% | -2 | .

No. | HepG2 viability | HT1080 IDH1KD tx | KB-3-1 tox | SW480 rereplic
13 | 2% | -5% | -5% | 7%
14 | -3% | -4% | 8% | -3%
15 | -13% | 21µM* | ? | ?
16 | -28% | -11% | 3% | ?
17 | -14%&-21% | -6% | ? | 17%
18 | -24% | 21µM* | -4% | ?
19 | -9% | ? | -14% | ?
20 | 8% | 7% | 13% | -72%[inhibitor]
21 | -62% | ? | ? | ?
22 | -2% | 2% | 24% | 1%
23 | -26% | -5% | -3% | -17%
24 | -28% | -7% | ? | -19%

More entries.
No. | SMILES | MCF10A rerep | ATXN2 expr inh | HT1080NT lethal | IL1B secr inh | S2 tox
25 | COc1cc(NC(=O)C(NS(=O)(=O)c2ccc3c(c2)CCCC(=O)N3)C(C)C)cc(OC)c1 (stereo unspecified) | . | 14% | . | . | i
26 | Cc1ccccc1Nc1nc(N2CCOCC2)nc(N2CCOCC2)n1 | 1% | -21% | -3% | -55* | i
27 | CCn1ccnc1CN(C)C(=O)CCc1nnc(CCC2CCCCC2)o1 | 10% | 42%[activator] | -20% | 27 | i
28 | O=C(CNC(=O)c1ccccc1F)NCCCN1CCCC1=O | 0% | 4% | 8% | -8 | i
29 | COc1ccc(C2=Cc3ccccc3C(CC(=O)C3CC3)N2c2ccc(C#CCCO)cc2)cc1 (stereo unspecified) | . | -19% | -30% | -7 | ?
30 | COc1ccc(CCN2CC(C(=O)OCC(=O)N(C)CC(=O)Nc3ccccc3Cl)CC2=O)cc1OC (stereo unspecified) | 0% | 10% | 3% | 0 | i
31 | CCC(=O)Nc1ccc(S(=O)(=O)Nc2cccnc2)cc1 | 5% | 1% | 1% | 17 | i
32 | C/C(=N/NC(=O)Cc1ccccc1)c1ccc(C)s1 | 0% | 17% | 26% | -13 | i
33 | CCc1ccccc1NS(=O)(=O)c1ccc2c(c1)C(C)(C)C(=O)N2C | 1% | -9% | -6% | 39 | i
34 | CC1CCCC(NC(=O)c2cccc(S(=O)(=O)N3CCN(c4ccccc4)CC3)c2)C1C (stereo unspecified) | 5% | 7% | 3% | 12 | i
35 | Cc1ccc(NC(=O)CSc2nnc(Cc3ccccc3)c(=O)[nH]2)c(C)c1 | 0% | -5% | 1% | 23 | i
36 | Cc1cc(NC(=O)C(C)SCC(=O)Nc2ccccc2OC(F)F)no1 (stereo unspecified) | 2% | -12% | -3% | 15 | i

No. | HepG2 viability | HT1080 IDH1KD tx | KB-3-1 tox | SW480 rereplic
25 | 3% | . | 2% | .
26 | -20% | -4% | -6% | 21%
27 | 0% | 4% | 0% | ?
28 | 13% | 18% | 0% | 0%
29 | . | ? | 1% | .
30 | -6% | 7% | 0% | 4%
31 | 10% | 1% | 0% | -3%
32 | 1% | 4% | 12% | 0%
33 | -16% | 5% | -7% | -6%
34 | 0% | -2% | -24% | 9%
35 | 5% | 12% | 1% | 0%
36 | -32% | -4% | 0% | 8%

Other compounds follow:
No. | SMILES | MCF10A rerep | ATXN2 expr inh | HT1080NT lethal | IL1B secr inh | S2 tox
37 | CN(Cc1ccc2nonc2c1)Cc1nc(CC2CC2)no1 | -14% | 2% | 4% | -3 | i
38 | COc1ccc(/C=C/C(=O)NC2CCN(Cc3ccccc3)CC2)cc1OC | 9% | -23% | -1% | -8 | i
39 | CCCc1cc(C(=O)NCc2ccco2)no1 | 0% | 26% | -1% | -14 | ?
40 | COc1ccccc1NC(=O)Nc1ccc(NC(=O)c2ccccc2O)cc1 | 12% | . | -10% | ? | ?
41 | CC(OC(=O)CNC(=O)c1ccc(Cl)c(Cl)c1)C(=O)N1CCOCC1 (stereo unspecified) | 9% | -4% | 4% | 21 | ?
42 | CCN(CC(=O)Nc1c(F)cccc1F)C(=O)CSCc1c(C)noc1C | -1% | 1% | 0% | 4 | i
43 | CCC1CCCCN1C(=O)CSc1nnc(-c2ccc(OC)c(OC)c2)o1 (stereo unspecified) | . | -1% | . | . | i
44 | COc1ccc(CNC(=O)c2cnc(C)cn2)cc1 | 2% | 8% | 11% | -3 | i
45 | CCCOC(=O)c1ccc(NC(=O)C2C3CCC(C3)C2C(=O)O)cc1 (stereo unspecified) | ? | 56%[activator] | 6% | 11 | i
46 | O=C1CSC(c2cccnc2)N1Cc1cccnc1 (stereo unspecified) | -1% | . | 13% | 22 | i
47 | CCC(=O)Nc1nc2ccc([N+](=O)[O-])cc2s1 | ? | -14% | 0% | 3 | i

No. | HepG2 viability | HT1080 IDH1KD tx | KB-3-1 tox | SW480 rereplic
37 | 14% | 4% | 3% | -8%
38 | 4% | -17% | -15% | -6%
39 | -9% | 10% | 20% | -13%
40 | -22% | -15% | -19% | -14%
41 | 4% | 6% | -3% | -6%
42 | -15% | 1% | 7% | 9%
43 | -12% | . | 0% | .
44 | 1% | -1% | 18% | -5%[9.22 µM]
45 | -13% | 5% | 2% | 6%
46 | 1% | 4% | 2% | 14%
47 | -30% | -11% | ? | -18%

Complete entries from above. Values in the order: MCF10A rerep, ATXN2 expr inh, HT1080NT lethal, IL1B secr inh, S2 tox, HepG2 viability, HT1080 IDH1KD tx, KB-3-1 tox, SW480 rereplic
Record of CCN(CC(=O)Nc1c(F)cccc1F)C(=O)CSCc1c(C)noc1C = -1%, 1%, 0%, 4, i, -15%, 1%, 7%, 9%
Record of CCC1CCCCN1C(=O)CSc1nnc(-c2ccc(OC)c(OC)c2)o1 (stereo unspecified) = ., -1%, ., ., i, -12%, ., 0%, .
